All columns: NCI-60 one-dose screen, growth in % after 48 h at 10 µM unless noted; 100 = growth as untreated, 0 = no growth, -100 = all killed.
NCI/ADR-RES: NCI/ADR-RES ovarian cells; 81,000 compounds, 4.4% hits
UO-31: UO-31 renal cancer | 81,000 compounds, 5.2% hits
TK-10: TK-10 renal cancer cells. AID 1794769. 81,000 compounds, 3.9% hits
IGROV1: IGROV1 ovarian cancer | 79,000 compounds, 4.7% hits | AID 1794786
ACHN: ACHN renal cancer. AID 1794771. 81,000 compounds, 4.9% hits
CAKI-1: CAKI-1 renal cancer; 75,000 compounds, 4.7% hits; AID 1794772
SN12C: SN12C renal cancer cells | 81,000 compounds, 3.8% hits
786-0: 786-0 renal cancer cells; 81,000 compounds, 5.1% hits
* marks the source's active call; other numbers are inactive results; . = no result given; & = joins results of further samples. Rule for the calls: active = growth percent below 10; inactive = the rest. Not a hit list (roughly 9.3% active in at least one column).

SMILES	NCI/ADR-RES	UO-31	TK-10	IGROV1	ACHN	CAKI-1	SN12C	786-0
COc1ccc2c(c1)oc1c(C)c3c(cc12)C(=O)N(N)C3=O	100	72	136	83	83	83	92	97
O=[N+]([O-])c1cc2c(cc1Br)-c1ccccc1C2	82	70	126	87	94	76	85	88
CCCCCCCCCCCC[N+]1(CCCCCCCCCCCC)CCCC(C)C1 (configuration not stated)	20	-100*	-79*	.	-78*	.	-72*	-98*
c1ccc(-c2c[nH]c(-c3ccccc3)c2)cc1	96&92	76&79	122	89&101	101&102	97&72	96&108	92&93
O=S(=O)(NCCNc1cc(-c2c(-c3cccc(O)c3)nc3sccn23)ccn1)c1cccc(F)c1	90	44	110	46	56	39	48	67
COC(=O)[C@@]12OC[C@]34[C@H]([C@@H](O)[C@@H]1O)[C@@]1(C)[C@H](O)C(=O)C=C(C)[C@@H]1C[C@H]3OC(=O)C(OC(C)=O)[C@@H]24 (some centres not stated)	16	-35*	-33*	-58*	-39*	-36*	-17*	-39*
COc1ccc2c(c1)OC[C@@H](c1ccc(O)cc1O)C2	102	85	95	100	96	96	100	94
COc1ccc(CN2C(=O)/C(=C/c3nc(CO)cs3)SC2=S)cc1	98	67	66	90	100	77	93	51
O=[N+]([O-])c1ccc(N=Nc2c(NNc3ccc([N+](=O)[O-])cn3)cc(S(=O)(=O)O)c3ccccc23)nc1	80	52	88	85	57	64	81	109
NN1c2nc3c(cnn3-c3ccccc3)c(=O)n2N=C2C(NC(=S)N2c2ccccc2)C1c1ccccc1 (configuration not stated)	93	64	103	57	81	65	89	96
CC(=O)Cc1nn(Cc2ccccc2)[nH]c1=O	113	85	174	87	111	108	93	114
COc1ccc(-c2nc(N3N=C(c4ccc(F)cc4)CCC3=O)n(C)c(=O)c2C#N)cc1	98	81	107	101	104	94	91	104
N[C@H]1CCC[C@@H](O)C1O (some centres not stated)	102	88	112	108	115	94	96	103
COc1ccc(-c2nc3sc4cc(OC)ccc4n3c2-c2nc3ncc(Br)cc3[nH]2)cc1	94	78	124	92	91	89	95	106
O=C(CCN1CCCC1)Nc1ccc2c(NCCCc3ccccc3)c3ccccc3nc2c1	91	32	5.0*	12	33	28	14	25
OB1OCc2cc(/C=C/c3cccc(C(F)(F)F)c3)ccc21	15	-29*	-19*	17	-92*	-46*	15	-27*
O=[N+]([O-])c1cc(Br)cc2c1[nH]c1ccc(Br)cc12	70	25	53	37	33	51	83	44
c1ccc(CC(Cc2ccccc2)C2=NCCCN2)cc1	41	74	97	91	82	68	99	100
c1cc2c(cc1-c1cnc3nonc3n1)OCCO2	109	78	104	89	93	98	103	98
CCOC(=O)CC[C@H](NC(=O)c1ccc(NC(=O)Cn2c(C)nc3c(c(SC)nn3-c3ccc(Br)cc3)c2=O)cc1)C(=O)OCC	94	101	90	101	102	89	99	58
COc1ccc(-n2nc[nH]c2=O)cc1	93	82	109	104	88	89	96	101
COc1cc(NC(=O)CCSc2nc3ccccc3c(=O)n2Cc2ccccc2)cc(OC)c1OC	82	46	108	99	79	72	83	83
O=C1C(c2nnc(-c3ccccc3)n2-c2ccc([N+](=O)[O-])cc2[N+](=O)[O-])=C(O)c2ccccc21	103	90	104	107	109	.	101	99
COc1ccccc1/C=N/Nc1nc2ccccc2s1	102	50	122	55	80	52	99	120
CCCCCCC(c1ccc(N(C)C)cc1)c1ccc(N(C)C)cc1	104	86	109	107	96	94	100	93
CC(C)=CCCC1(C)C(/C=N/Nc2ccccc2)C(C#N)(C#N)C1(C#N)C#N (configuration not stated)	102	84	104	104	96	82	98	96
CC(=O)c1cccc(Nc2ccnc(SCC(=O)c3ccc(C(F)(F)F)cc3)n2)c1	88	43	110	56	81	58	83	104
O=S(=O)(/N=c1/n(-c2ccccc2)nc2n1CCN2C1=NCCN1)c1ccc(-c2ccccc2)cc1	104	84	108	95	101	92	94	89
NC1=NC(c2ccccc2)N=C(Nc2ccccc2)N1 (configuration not stated)	109&111	90&105	102&94	111&110	84&98	94&74	99&99	101&93
COc1cc(NC(=O)Cn2c(-c3cncs3)nc3ccccc32)cc(OC)c1OC	102	75	106	108	99	89	94	97
O=C(NCCCCCCNC(=O)OCc1ccc2c(Cl)cc(Cl)c(O)c2n1)OCc1ccc2c(Cl)cc(Cl)c(O)c2n1	-12*	-100*	-90*	-88*	-98*	-88*	-93*	-63*
COc1ccc(-c2ccc(-c3ccc(C(=N)N)cn3)o2)cc1	88	31	117	75	81	75	75	91
CC(C)[C@@]12C[C@@H](OC(=O)[C@H]3CO3)[C@@](C)(O1)[C@@H]1CC[C@@H](C)[C@H]1[C@@H]2OC(=O)/C=C/c1ccccc1	31	-8.9*	103	86	23	47	53	91
CC(=O)/C(=N\Nc1ccccc1)C(c1ccccc1)c1ccccc1	102	74	112	72	92	77	99	98
CSc1nc(C)c(Br)c(Sc2nc(N)nc3nc[nH]c23)n1	88	97	98	108	93	62	88	72
C(=C\c1c[nH]c2ccccc12)/c1nccc2ccccc12	73	44	87	59	87	75	89	102
Cc1[nH]c(=O)c(C#N)cc1-c1ccncc1	.	72	96	109	100	101	98	92
Brc1cccc(C=Nc2ccc(Nc3ncnc4sc5c(c34)CCN(Cc3ccccc3)C5)cc2)c1	93	68	118	96	88	69	90	91
COC(=O)c1nnn(-c2ccc(S(N)(=O)=O)cc2)c1C(=O)c1ccc(Cl)c(Cl)c1	104	.	124	111	105	84	97	104
O=C1/C(=C/c2ccc(O)cc2)SC(=S)N1CCc1ccc(O)cc1	96	59	89	79	87	64	86	77
COc1ccc2c(c1)oc1c(C)c3c(c(C)c12)C(=O)N(Nc1ccccc1)C3=O	112	84	114	102	99	91	97	93
NC(=O)NCc1ccccc1	111	85	102	107	100	87	90	95
Fc1ccc(-c2nnc(COc3ccc(Cl)cc3Cl)o2)cc1	107	87	96	106	108	101	93	103
COc1cc(OC)c(C(=O)CCN(C)C)cc1OC	103	.	101	102	104	90	96	95
COc1ccc(-c2cc(-c3nc4cc(Cl)c(Cl)cc4[nH]3)[nH]n2)cc1	89	77	117	73	83	86	79	97
C=CC(=O)N1CCN(c2cccc(Oc3nccc(Nc4nnc(-c5ccc(Cl)cc5)s4)n3)c2)CC1	94	86	131	105	87	80	90	93
C=CC[C@]1(C#N)CC2C=CC1C2 (some centres not stated)	58	97	117	80	99	91	92	76
O=C(NCc1ccccc1)c1cccc(Cl)c1	113	83	105	103	109	94	98	104

Only SN12C and TK-10 (two entries from above):
Structure | SN12C | TK-10
COC(=O)c1nnn(-c2ccc(S(N)(=O)=O)cc2)c1C(=O)c1ccc(Cl)c(Cl)c1 | 97 | 124
COc1ccc2c(c1)oc1c(C)c3c(c(C)c12)C(=O)N(Nc1ccccc1)C3=O | 97 | 114

Not a retest: twelve of the compounds above.
SMILES	NCI/ADR-RES	UO-31	TK-10	IGROV1	ACHN	CAKI-1	SN12C	786-0
Cc1[nH]c(=O)c(C#N)cc1-c1ccncc1	.	72	96	109	100	101	98	92
Brc1cccc(C=Nc2ccc(Nc3ncnc4sc5c(c34)CCN(Cc3ccccc3)C5)cc2)c1	93	68	118	96	88	69	90	91
COC(=O)c1nnn(-c2ccc(S(N)(=O)=O)cc2)c1C(=O)c1ccc(Cl)c(Cl)c1	104	.	124	111	105	84	97	104
O=C1/C(=C/c2ccc(O)cc2)SC(=S)N1CCc1ccc(O)cc1	96	59	89	79	87	64	86	77
COc1ccc2c(c1)oc1c(C)c3c(c(C)c12)C(=O)N(Nc1ccccc1)C3=O	112	84	114	102	99	91	97	93
NC(=O)NCc1ccccc1	111	85	102	107	100	87	90	95
Fc1ccc(-c2nnc(COc3ccc(Cl)cc3Cl)o2)cc1	107	87	96	106	108	101	93	103
COc1cc(OC)c(C(=O)CCN(C)C)cc1OC	103	.	101	102	104	90	96	95
COc1ccc(-c2cc(-c3nc4cc(Cl)c(Cl)cc4[nH]3)[nH]n2)cc1	89	77	117	73	83	86	79	97
C=CC(=O)N1CCN(c2cccc(Oc3nccc(Nc4nnc(-c5ccc(Cl)cc5)s4)n3)c2)CC1	94	86	131	105	87	80	90	93
C=CC[C@]1(C#N)CC2C=CC1C2 (some centres not stated)	58	97	117	80	99	91	92	76
O=C(NCc1ccccc1)c1cccc(Cl)c1	113	83	105	103	109	94	98	104

Further entries follow.
SMILES	NCI/ADR-RES	UO-31	TK-10	IGROV1	ACHN	CAKI-1	SN12C	786-0
O=C(CN1CCn2c(nnc2C(F)(F)F)C1)Nc1nc2ccc(O)cc2s1	95	82	99	103	99	82	98	96
O=C1c2ccccc2CCC12OC2c1cn(-c2ccccc2)nc1-c1ccc(Cl)cc1 (configuration not stated)	102	89	113	95	99	74	101	115
CN(N=O)c1ccc(/C=C/c2ccccc2)cc1	107	80	99	98	96	94	101	80
COc1cc(-c2nc3c(c(C)nn3-c3ccc(F)cc3)c(=O)[nH]2)cc(OC)c1OC	89	82	117	87	102	.	87	95
COc1ccc(Nc2ncccc2/C=C/c2cc(OC)c(OC)c(OC)c2)cc1OC	77	56	85	90	93	70	92	78
Cc1ccc(S(=O)(=O)Nc2ccc3ncccc3c2)cc1	77	62	84	51	87	68	82	84
Cc1ccc(-c2nc(Nc3ccccc3C(=O)O)c3ccccc3n2)cc1	5.2*	13	59	31	7.9*	21	22	19
CN1CCN(Cc2ccc(NC(=O)c3cncc(C#Cc4nc(N)nc5[nH]ncc45)c3)cc2C(F)(F)F)CC1	114	122	126	109	100	66	90	111
Clc1ccc2c(N/N=C/c3c[nH]c4ccc(Br)cc34)ccnc2c1	-77*	-96*	-67*	-41*	-91*	-94*	-56*	-55*
COc1cc(-c2nc(SCCC(C)C)nc(-n3ccnc3)c2C#N)cc(OC)c1OC	95	72	141	111	92	93	94	108
COc1cc(/C=C/C(=O)N2CCN(C)CC2)c(OC)c2c1OCO2	100	87	118	108	98	92	98	104
CC(=O)OCC1OC(OC2OC(COC(C)=O)C(OC(C)=O)C(OC(C)=O)C2OC(C)=O)C(OC(C)=O)C(OC(C)=O)C1OC(C)=O (configuration not stated)	101	81	95	102	100	103	101	107
CC(=O)OC1CCC2(C)C(CCC3C4CC=C(C(C)=O)C4(C)OC(=O)CC32)C1 (configuration not stated)	38	21	-20*	62	7.0*	39	58	64
CC(=O)Nc1ccc2ncc(C(N)=O)c(Nc3ccc(C)cc3)c2c1	97	87	96	100	93	.	96	105
COc1ccc(/C=N/Nc2cc(=O)[nH]c3ccc(C)cc23)cc1	95	76	116	98	92	93	88	105
CC1(C)CC[C@]2(C(=O)Nc3ccccn3)CC[C@]3(C)C(=CC[C@@H]4[C@@]5(C)C/C(=C/c6ccco6)C(=O)C(C)(C)[C@@H]5CC[C@]43C)[C@H]2C1	90	72	102	95	64	61	78	88
CCCCOC(=O)N1CCCCC1CCCC (configuration not stated)	127	77	107	104	105	.	106	108
CCOC(=O)c1ccc2c(c1)OC(NCc1ccc(C#N)cc1)C(=O)N2C (configuration not stated)	97	72	98	101	98	89	100	100
C=CCNC(=S)NNC(=S)NCC=C	93	82	103	103	118	.	89	109
COc1ccc(/C=C2\CC/C(=C\c3ccc(OC)c(O)c3Cl)C2=O)c(Cl)c1O	101	104	105	108	105	104	112	92
COC(=O)[C@]12CC[C@@H](C)[C@H](C)[C@@H]1C1=CC(=O)[C@@H]3[C@@]4(C)C[C@@H](O)[C@H](O)[C@@]5(C)COC(=C45)C[C@@]3(C)[C@]1(C)CC2	21	66	83	48	69	71	55	79
CCN1C(=O)N(CC)C2C1NN=c1s/c(=C\c3ccc([N+](=O)[O-])cc3)c(=O)n12 (configuration not stated)	9.9*	37	69	23	42	37	30	44
CC(=O)C(=O)NCCCCCCC(=O)Nc1ccccc1	111	91	111	106	109	97	102	103
CC1(C)CC[C@]2(CO)CC[C@]3(C)C(=CC[C@@H]4[C@@]5(C)Cc6c([nH]c7ccccc67)C(C)(C)[C@@H]5CC[C@]43C)[C@@H]2C1	89	67	87	93	94	82	81	93
CC(C)c1ccc(NC(=O)NC2CCCCC2)cc1	104	70	113	81	97	101	89	104
N#C/C(=C\c1ccc(-c2cc(Cl)ccc2Cl)o1)c1ccc(F)cc1	91	62	168	59	80	69	88	97
CC1=NN(c2ccccc2)C(=O)C1CC1C(=O)N(c2ccccc2)N=C1C (configuration not stated)	95	91	125	108	102	87	98	98
CCN1CCN(CC(=O)Nc2nc3ccc(NCc4ccc(C)cc4)cc3s2)CC1	82	62	94	91	86	51	63	68
NS(=O)(=O)c1ccc(Nc2nc(N/N=C/c3ccc(-n4ccnc4)cc3)nc(Nc3ccccc3)n2)cc1	120	105	124	107	113	108	104	102
NCCCCC(C(=O)O)N(C(=O)OCc1ccccc1)C(=O)OCc1ccccc1 (configuration not stated)	109	89	111	101	108	99	108	102
Nc1ccc(CSc2ccc(Cl)cc2)cc1	91	36	86	73	100	81	68	87
Cc1ccc(O)c(C(=O)c2cccc(Cl)c2)c1	102	89	97	100	92	86	97	108
CC(CN1c2ccccc2Sc2ccccc21)N(C)C (configuration not stated)	88&87	94	97&91	.	94&83	94&89	91	86&83
CCOC(=O)c1c(C)csc1NC(=O)CSCC(=O)OC	103&117	81&102	118&119	112&110	99&95	88&101	103&100	108&104
O=C(Nc1ccccc1)Nc1ccccc1C(=O)O	115	93	100	108	114	105	112	100
CC(C)(C)c1ccc(N=O)cc1	98	75	124	108	94	95	99	102
S=c1[nH]nc2sc3ccccc3n12	112	84	126	97	99	110	103	111
COc1cc(/C=C/c2c(-c3ccc(Cl)cc3)nc3sc(-c4ccccc4)c(-c4ccccc4)n23)cc(OC)c1OC	107	65	120	105	82	71	85	105
CCOC(=O)c1nn(C)c2[nH]c(=O)n(C)c(=O)c12	108	85	98	102	108	100	113	113
COC(=O)c1ccc2nc(C)c(C(=O)Nc3ccccc3)nc2c1	108	57	122	82	94	86	106	101
CCCCCC(CCC)COC(=O)c1ccc(OC)cc1 (configuration not stated)	103	86	96	.	106	92	.	101
CN(CC(=O)c1ccc(Cl)cc1)Cc1ccccc1	101	83	106	110	115	109	103	119
